Screening results: PubChem BioAssay, National Center for Advancing Translational Sciences (NCATS)
L3MBTL1 block – L3MBTL1 (human) inhibition. Q9Y468. Potency, µM (series often up to 57.1 µM), inactives show at the highest dose activity, negative = inhibition, usual class: inhibitors. AlphaScreen L3MBTL1–H3K9me1 peptide binding. 230,000 tested, 0.66% active. AID 485360; further: nearly all actives have a fitted effect of over 60% in size
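Displacement of a biotinylated histone H3(1-15) peptide monomethylated at Lys9 (75 nM) from L3MBTL1 (50 nM) was measured by AlphaScreen after a 30 min room-temperature compound incubation; cefsulodin titration served as intraplate control.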
Tau fluor counter – counter-screen for tau fibril formation inhibitors | tau K18 P301L Alexa594 fluorescence, heparin fibrillization | Potency, µM (titrated, usually from 57.7 µM), for the others: at the top dose activity change, negative = decrease | 280,000 tested, 0.93% active; further: nearly all actives have a fitted effect of over 55% in size
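Human tau K18 P301L (15 uM unlabeled, 0.24 uM Alexa 594-labeled) in 100 mM sodium acetate pH 7 with 20 uM heparin, 6 hr at 37 C. ThT 30 uM added, 1 hr ambient; Alexa 594 FP and total fluorescence read at 555/632 nm.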
GLA spleen mod – inhibitors or activators of human alpha-galactosidase in spleen homogenate | 240,000 tested, 0.008% active | P06280 | human spleen homogenate, 4MU-alpha-Gal fluorescence, 40 min | AID 2107 | Potency, µM (highest dose often 80 µM), without a hit: at the top dose activity change, negative = inhibition, most hits filed as inhibitors;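 further: 0% = enzyme with vehicle and -100% = no enzyme basal signal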
Target sequence (P06280 32-429 limits assumed): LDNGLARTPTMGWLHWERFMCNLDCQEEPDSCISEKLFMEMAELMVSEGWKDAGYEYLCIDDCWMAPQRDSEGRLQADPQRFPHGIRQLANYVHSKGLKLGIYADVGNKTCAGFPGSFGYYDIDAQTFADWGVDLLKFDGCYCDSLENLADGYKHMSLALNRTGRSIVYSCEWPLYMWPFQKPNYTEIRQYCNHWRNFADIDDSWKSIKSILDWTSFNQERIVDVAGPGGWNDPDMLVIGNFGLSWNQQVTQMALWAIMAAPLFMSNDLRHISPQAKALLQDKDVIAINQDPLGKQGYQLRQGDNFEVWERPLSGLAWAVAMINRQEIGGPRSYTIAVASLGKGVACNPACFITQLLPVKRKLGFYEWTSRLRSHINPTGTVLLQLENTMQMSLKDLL
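Inhibition or activation of alpha-galactosidase in human spleen homogenate is scored by 4-MU fluorescence after 40 min at 37C, pH 5.0, with 1 mM substrate. AC50s come from concentration-response fitted to the Hill equation.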
TexasRed fluor – counter-screen for TRb-SRC2 inhibitors: fluorescence interference; TRb/SRC2 Texas Red total fluorescence interference; Potency, µM (titrated, usually from 106 µM), for inactives: at the highest dose fluorescence change, negative = quenching; 280,000 tested, 0.29% active; AID 1479; active means well fitted curve in either direction with a large enough effect; inconclusive means small, poorly fitted or top-dose-only effect
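Flags fluorescent or light-absorbing compounds by total fluorescence, S + 2P, at 555 nm excitation and 632 nm emission. Mixture: 20 nM Texas Red SRC2 peptide, 0.6 uM human TRb LBD, 1 uM T3, 5% DMSO; compound exposure 5 h at ambient temperature.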
Tau fibril ThT – tau fibrillization inhibition (ThT binding); P10636; recombinant tau K18 P301L (four-repeat tau fragment), heparin-induced fibrillization, ThT fluorescence; Potency, µM (top dose mostly 57.4 µM), for the others: at the top dose activity, negative = inhibition, hits mostly inhibitors; 270,000 tested, 2.1% active; further: nearly all actives have a fitted effect of over 55% in size
Target sequence (P10636 561-689 P618L limits assumed): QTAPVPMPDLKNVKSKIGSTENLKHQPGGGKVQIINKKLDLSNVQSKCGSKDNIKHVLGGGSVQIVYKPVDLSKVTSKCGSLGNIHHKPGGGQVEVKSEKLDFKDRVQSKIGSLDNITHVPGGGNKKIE
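Tau K18 P301L fragment (15 uM unlabeled plus 0.24 uM Alexa 594-labeled) in 100 mM sodium acetate pH 7 with compound, fibrillization induced by 20 uM heparin for 6 hr at 37 C. Thioflavin T (30 uM) added, fluorescence read after 1 hr (ex 450, em 510 nm).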
TRb SRC2 PPI – TRbeta-SRC2 interaction inhibition; P10828; TRbeta-SRC2 peptide binding, fluorescence polarization; receptor liganded with 1 µM T3; Potency, µM (highest dose often 106 µM), for inactives: at the highest dose activity change, negative = inhibition, usual class: inhibitors; 280,000 tested, 0.065% active; AID 1469;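 further: plate controls were bound peptide for no effect and peptide without receptor for full effect; nearly all actives have a fitted effect of over 50% in size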
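Human TRb ligand-binding domain (0.6 uM) is mixed with 20 nM Texas Red SRC2 peptide and 1 uM T3; after compound addition and 5 hr at ambient temperature, polarization is measured and normalized to unbound and bound controls.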
Tau FP inhib – inhibitors of human tau fibril formation. P10636. K18 P301L tau heparin fibrillization, Alexa594 FP, 6 h. Potency, µM (highest dose often 57.7 µM), for inactives: at the top dose activity, negative = inhibition, most hits filed as inhibitors. 280,000 tested, 0.39% active. AID 1468; further: nearly all actives have a fitted effect of over 55% in size
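Human tau K18 […] P301L fragment, 15 uM unlabeled plus 0.24 uM Alexa 594-labeled tau (final), with compound and 20 uM heparin in 100 mM sodium acetate pH 7; 6 hr at 37 C, then Alexa 594 FP read.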
ALDH1A1 block – inhibitors of human aldehyde dehydrogenase 1A1; AID 1030; 220,000 tested, 7.3% active; Purified ALDH1A1, NADH fluorescence, propionaldehyde substrate; P00352; Potency, µM (top dose mostly 75.3 µM), for inactives: at the highest dose activity, negative = inhibition, most hits filed as inhibitors; active means well fitted inhibition curve with a large enough effect, not every such curve was filed as active; inconclusive means small, poorly fitted or top-dose-only effect, or another doubt; inactive means no such curve, though single readings can be large or run the other way;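 further: plate controls were no enzyme wells and a reference inhibitor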
Target sequence (P00352 whole entry, looked up): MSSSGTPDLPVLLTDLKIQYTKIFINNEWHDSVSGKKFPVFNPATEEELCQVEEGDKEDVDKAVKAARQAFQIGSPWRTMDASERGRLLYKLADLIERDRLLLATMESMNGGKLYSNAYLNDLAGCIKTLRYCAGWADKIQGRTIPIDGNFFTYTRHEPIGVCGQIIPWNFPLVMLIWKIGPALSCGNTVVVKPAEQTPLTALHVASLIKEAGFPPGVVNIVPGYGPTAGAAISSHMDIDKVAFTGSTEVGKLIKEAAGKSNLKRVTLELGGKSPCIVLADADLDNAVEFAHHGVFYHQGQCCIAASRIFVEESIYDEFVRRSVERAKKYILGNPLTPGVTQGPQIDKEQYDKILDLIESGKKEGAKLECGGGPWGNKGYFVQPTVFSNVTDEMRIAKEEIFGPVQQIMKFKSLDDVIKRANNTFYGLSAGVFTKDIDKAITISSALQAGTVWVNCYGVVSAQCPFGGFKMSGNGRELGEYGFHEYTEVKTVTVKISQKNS
Numbers without * were called inactive; ? = inconclusive; nt = no result given; [ ] = another dose, or the depositor's remark. Unless noted, the call rests on the fitted dose curve; in most records, active means well fitted curve in the direction sought with a large enough effect; inconclusive means small, poorly fitted or top-dose-only effect, or another doubt; inactive means no such curve, though single readings can be large; an effect the other way counts as inactive or inconclusive. Unless noted, on the % scale 0 is the no-effect control and ±100 the full control effect; potency means the concentration at half of the fitted maximal effect.

SMILES | L3MBTL1 block | Tau fluor counter | GLA spleen mod | TexasRed fluor | Tau fibril ThT | TRb SRC2 PPI | Tau FP inhib | ALDH1A1 block
COc1ccc(-c2nnc(Nc3ccc(S(=O)(=O)Nc4nccs4)cc3)c3ccccc23)cc1 | nt | -10% | 0% | -2% | -7% | 13% | -12% | 3%
CCOC(=O)N1CCN(C(=O)CN(Cc2ccccc2)S(=O)(=O)c2ccc(OC)c(Cl)c2)CC1 | nt | -12% | 1% | 2% | -18% | -11% | 7% | ?
CC(=O)c1ccccc1Oc1nc(CN2CCOCC2)nc2scc(-c3cccs3)c12 | -10% | -8% | 0% | 1% | ? | 9% | -3% | 22µM*
CC(=O)N1CCN(Cc2nc3cc(NC(=O)NC4CCCCC4)ccc3n2C)CC1 | -4% | -6% | -3% | -3% | -2% | -3% | -2% | -3%
COc1ccc(Cc2nc(C(=O)Nc3ccc(F)cc3)cs2)cc1 | nt | ? | -3% | 1% | ? | -5% | -4% | 12%
Cc1ccccc1CN1C(=O)C(O)(CC(=O)c2cccc(Br)c2)c2ccccc21 (stereo not given) | nt | -18% | nt | 7% | ? | 4% | -1% | nt
N#Cc1c(NC(NC(=O)c2ccco2)C(=O)c2ccccc2)sc2c1CCCC2 (stereo not given) | -11% | ? | 0% | -3% | ? | -3% | -5% | ?
O=C(O)/C(=C\c1cccc(F)c1)c1ccc(S(=O)(=O)N2CCCCC2)s1 | -27% | -3% | -6% | 9% | -10% | 1% | 7% | ?
Cc1ccc(Cl)cc1N1CCN(C(=O)c2cc3ccc4cccnc4c3[nH]2)CC1 | nt | -14% | nt | 4% | ? | -13% | -3% | nt
COc1ccc(-c2c(C)[nH]n3c(=O)c(Cc4ccccc4)c(C)nc23)cc1OC | 10% | -4% | 3% | -3% | -6% | 2% | -5% | -4%
Cc1cc(/C=C(\C#N)C(=O)NCc2cccs2)c(C)n1-c1ccc([N+](=O)[O-])cc1 | -6% | -14% | 2% | -5% | 0% | -6% | -15% | ?
CCn1c(COc2c(C)cccc2C)nnc1SCC(=O)N1CCN(c2ccccc2)CC1 | -6% | -13% | -7% | 2% | ? | -1% | 4% | 9%
Cc1ccc(-c2cc(C(=O)Nc3c(C)n(C)n(-c4ccccc4)c3=O)[nH]n2)c(O)c1 | 7% | -2% | -8% | 0% | -6% | 0% | -2% | -5%
CC(=O)Nc1ccc2nc(CN3CCN(Cc4ccc(F)cc4)C(CCO)C3)ccc2c1 (stereo not given) | 11% | -14% | 13% | -1% | ? | -3% | -9% | ?
COC(=O)c1c(C)c[nH]c1C | -1% | 3% | 6% | -1% | -2% | -4% | 7% | 1%

Compounds from the list above that have four or more nitrogen atoms (7):
SMILES | L3MBTL1 block | Tau fluor counter | GLA spleen mod | TexasRed fluor | Tau fibril ThT | TRb SRC2 PPI | Tau FP inhib | ALDH1A1 block
COc1ccc(-c2nnc(Nc3ccc(S(=O)(=O)Nc4nccs4)cc3)c3ccccc23)cc1 | nt | -10% | 0% | -2% | -7% | 13% | -12% | 3%
CC(=O)N1CCN(Cc2nc3cc(NC(=O)NC4CCCCC4)ccc3n2C)CC1 | -4% | -6% | -3% | -3% | -2% | -3% | -2% | -3%
Cc1ccc(Cl)cc1N1CCN(C(=O)c2cc3ccc4cccnc4c3[nH]2)CC1 | nt | -14% | nt | 4% | ? | -13% | -3% | nt
Cc1cc(/C=C(\C#N)C(=O)NCc2cccs2)c(C)n1-c1ccc([N+](=O)[O-])cc1 | -6% | -14% | 2% | -5% | 0% | -6% | -15% | ?
CCn1c(COc2c(C)cccc2C)nnc1SCC(=O)N1CCN(c2ccccc2)CC1 | -6% | -13% | -7% | 2% | ? | -1% | 4% | 9%
Cc1ccc(-c2cc(C(=O)Nc3c(C)n(C)n(-c4ccccc4)c3=O)[nH]n2)c(O)c1 | 7% | -2% | -8% | 0% | -6% | 0% | -2% | -5%
CC(=O)Nc1ccc2nc(CN3CCN(Cc4ccc(F)cc4)C(CCO)C3)ccc2c1 (stereo not given) | 11% | -14% | 13% | -1% | ? | -3% | -9% | ?

Back to the main list, repeating the 4 entries before the break.
SMILES | L3MBTL1 block | Tau fluor counter | GLA spleen mod | TexasRed fluor | Tau fibril ThT | TRb SRC2 PPI | Tau FP inhib | ALDH1A1 block
CCn1c(COc2c(C)cccc2C)nnc1SCC(=O)N1CCN(c2ccccc2)CC1 | -6% | -13% | -7% | 2% | ? | -1% | 4% | 9%
Cc1ccc(-c2cc(C(=O)Nc3c(C)n(C)n(-c4ccccc4)c3=O)[nH]n2)c(O)c1 | 7% | -2% | -8% | 0% | -6% | 0% | -2% | -5%
CC(=O)Nc1ccc2nc(CN3CCN(Cc4ccc(F)cc4)C(CCO)C3)ccc2c1 (stereo not given) | 11% | -14% | 13% | -1% | ? | -3% | -9% | ?
COC(=O)c1c(C)c[nH]c1C | -1% | 3% | 6% | -1% | -2% | -4% | 7% | 1%
CC(C)c1nnc(SCC(=O)NC(C)(C)C)n1C | 6% | -3% | 9% | -1% | -4% | 5% | 7% | 2%
O=[N+]([O-])c1ccc(N2CCCCC2)nc1N1CCCCC1 | -28% | -22% | 6% | -1% | ? | -2% | 0% | 0.32µM*
CC(C(=O)c1ccccc1)n1c(N2CCOCC2)nc2c1c(=O)n(C)c(=O)n2C (stereo not given) | 13% | -3% | nt | -1% | 1% | -4% | 1% | 1%
COc1ccc2cc(C)c3nnc(SCC(=O)Nc4nc(-c5ccc(F)cc5)cs4)n3c2c1 | -4% | -11% | 0% | -4% | -15% | 2% | 4% | 7%
CCOc1ccc(OCC)c(NC(=O)c2c(C)nn(-c3ccccc3)c2-n2cccc2)c1 | nt | -23% | nt | -2% | -17% | 10% | -3% | nt
FC(F)(F)c1cccc(NC(=S)NCCc2ccccn2)c1 | -7% | -13% | 2% | -1% | -4% | -11% | -8% | 5%
O=C(Nc1ccc(Cl)cc1)c1ccc(-n2cccn2)c([N+](=O)[O-])c1 | ? | ? | -2% | -1% | ? | -18% | -6% | ?
CCC(c1nnnn1C(C)(C)CC)N(CCN1CCOCC1)Cc1cc2cc(C)ccc2[nH]c1=O (stereo not given) | nt | -17% | 1% | -6% | ? | 0% | ? | ?
CC(C)(C)NC(=O)CSc1nc2ccccc2n1-c1ccccc1 | nt | -17% | 4% | 2% | -22% | -3% | -5% | -12%
CC(C)c1ccc(-c2noc(C3CCCN(S(C)(=O)=O)C3)n2)cc1 (stereo not given) | nt | -24% | 2% | 2% | -16% | 10% | -6% | 2%
O=C1c2cccnc2C(=O)N1CO | -2% | -3% | -9% | -4% | -7% | -6% | -2% | 1%
COc1ccc2c(CNCCc3cccs3)c(C(=O)O)n(Cc3ccc(F)cc3Cl)c2c1 | nt | -22% | nt | 0% | ? | 7% | -4% | nt
O=Cc1ccc(OCc2ccccn2)cc1 | -23% | -1% | 6% | 2% | -10% | -11% | 0% | ?
Cc1ccc(C(=O)c2cn(Cc3ccccc3C)c3nc(C)ccc3c2=O)cc1 | nt | -9% | nt | 11% | -14% | -1% | 3% | nt
Cc1ccc(OCC(O)CN2CCN(CC(O)COc3ccc(C)cc3Cl)CC2)c(Cl)c1 (stereo not given) | -1% | -7% | -5% | 2% | -16% | -1% | -4% | 0%
CN1CCN(S(=O)(=O)c2ccc(NCc3ccc4c(c3)OCO4)nc2)CC1 | -9% | -14% | 10% | -2% | -7% | 2% | -13% | nt
Cc1ccc2nc(-c3ccc(N4CCOCC4)cc3)c(Nc3ccccc3C)n2c1 | nt | ? | nt | -2% | ? | 3% | -1% | nt
NC(=O)CC(c1ccccc1)c1ccco1 (stereo not given) | -1% | 1% | 3% | 0% | 0% | -15% | -4% | 4%
O=C(CCCn1c(=O)c2ccccc2n(Cc2ccc(F)cc2Cl)c1=O)NCCc1ccc(Cl)cc1 | nt | -9% | nt | 6% | -2% | 2% | -4% | nt
CCCC(C)NC(=O)COC(=O)c1cc(Br)c(Br)s1 (stereo not given) | 12% | -6% | 0% | -2% | -6% | -7% | 7% | 10%
O=C(/C=C/c1cccs1)NC(=S)Nc1ccccc1 | -21% | -20% | 5% | 0% | -14% | -15% | -13% | ?
Cn1nc(C(C)(C)C)c(NC(=O)c2sccc2Cl)c1C(C)(C)C | 4% | -15% | 4% | 0% | -14% | -4% | -1% | 10%
Cc1ccc(C(=O)Nc2cccnc2N2CCN(C)CC2)cc1 | nt | 2% | 0% | 0% | -5% | 3% | -1% | 8%
C/C(=N\Nc1ccc([N+](=O)[O-])cc1)c1ccc(N2CCOCC2)cc1 | 3% | ? | -11% | -1% | ? | 1% | ? | nt
Cn1c(=O)oc2cc(S(=O)(=O)N3CCC(C(=O)N4CCN(c5cccc(Cl)c5)CC4)CC3)ccc21 | nt | -15% | nt | -3% | -3% | -1% | 6% | nt
COc1ccc(Nc2cc(C)c3c(O)cccc3n2)cc1 | nt | ? | 8% | -1% | nt | 4% | ? | nt
CCOC(=O)NC(=S)Nc1c(C)n(C)n(-c2ccccc2)c1=O | -1%[11.4 µM] | -1% | 6% | -7% | -1% | -1% | -3% | 2%
CC(=O)NC(Cc1cccc(C)c1)C(=O)NC1CCN(C(=O)c2ccc([N+](=O)[O-])cc2)CC1 (stereo not given) | 12% | -7% | 1% | -3% | -5% | -6% | -5% | 10%
O=C(NCc1ccncc1)/C(=C\c1ccc(F)cc1)NC(=O)c1ccccc1 | 8% | 17% | -4% | -1% | 12% | 0% | 0% | 7%
CC(O)CNC12CC3CC(CC(C3)C1)C2 (stereo not given) | -3% | -2% | -2% | -4% | 3% | 4% | -8% | 1%
CN(c1cccc(NC(=O)COc2ccc(Cl)cc2Cl)c1)S(C)(=O)=O | 4% | -4% | -4% | -2% | 1% | -1% | 6% | 0%
Cc1cccc(N(CC(=O)NCCSCc2ccccc2)S(C)(=O)=O)c1 | 5% | -10% | 1% | -2% | -5% | 3% | 6% | -2%
